Source: PubChem
HCV inh: inhibitors of hepatitis C virus infection; Huh7.5.1 HCVcc-Cre infection, luciferase reporter, 44 h; AID 651820; Potency, µM (series often up to 41.8 µM), for inactives: at the highest dose activity change, negative = inhibition, actives largely listed as inhibitors; hit rate 3.4% among 340,000; note: potency is the fitted concentration of half-maximal effect; % is set by controls: 0 for no effect and ±100 for the full control effect
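Antiviral activity was scored by luciferase reporter output from cells infected with HCVcc-Cre (~0.5 moi) in presence of compound, 44 h infection period, cells seeded 1,000/well 4 h prior.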
CHX counter: affects cycloheximide protein synthesis inhibition readout, counter-screen; max response, %; cell reporter, cycloheximide protein synthesis inhibition counterscreen; hit rate 12% among 300,000; in the data active = max response mostly above about 13%, no sharp cut-off; inactive = mostly below about 14%; note: read at 38.3 µM for the half of the compounds with a filed dose; 0% is about no effect
Giardia FBPA inh: blocks Giardia fructose-bisphosphate aldolase activity; hit rate 0.71% among 290,000; AID 2451; Potency, µM (top dose mostly 59.6 µM), for the others: top-dose activity, negative = inhibition, actives largely listed as inhibitors; purified Giardia FBPA; note: potency is the fitted concentration of half-maximal effect; % is set by controls: 0 for no effect and ±100 for the full control effect; nearly all actives have a fitted effect of over 55% in size
Target sequence (A8B2U2 whole entry, looked up): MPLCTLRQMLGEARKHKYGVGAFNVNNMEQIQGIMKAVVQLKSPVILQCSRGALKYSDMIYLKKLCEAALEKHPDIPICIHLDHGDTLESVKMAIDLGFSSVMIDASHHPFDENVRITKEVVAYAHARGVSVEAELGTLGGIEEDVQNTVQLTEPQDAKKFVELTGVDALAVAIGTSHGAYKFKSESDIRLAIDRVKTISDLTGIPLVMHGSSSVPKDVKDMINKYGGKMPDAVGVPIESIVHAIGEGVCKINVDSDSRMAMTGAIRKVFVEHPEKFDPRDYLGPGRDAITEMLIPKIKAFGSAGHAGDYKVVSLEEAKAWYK
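40 nM FBPA preincubated 10 min at RT with compound (up to 57.5 uM final), then substrate plus GAPDH/TPI/NAD/arsenate coupling and diaphorase/resazurin added. Fluorescence read after 20 min at RT, 525/598 nm.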
Pf growth 96h: P. falciparum growth inhibition at 96 hours; P. falciparum luciferase reporter growth, 96 h; Potency, µM (top dose mostly 28.7 µM), without a hit: top-dose activity change, negative = inhibition, most hits filed as inhibitors; hit rate 6.9% among 320,000; note: potency is the fitted concentration of half-maximal effect; % is set by controls: 0 for no effect and ±100 for the full control effect
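Two parasite generations (96 h, 37 C, 5% CO2) of compound exposure in infected erythrocytes (0.05% parasitemia, 2% hematocrit). Luciferase-reporter P. falciparum; decreased luminescence indicates inhibited growth, aimed at apicoplast-acting delayed death.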
Pf growth 48h: P. falciparum growth inhibition at 48 hours (one generation) | P. falciparum luciferase growth in erythrocytes, 48 h | Potency, µM (top dose mostly 28.7 µM), for inactives: at the highest dose activity change, negative = inhibition, actives largely listed as inhibitors | hit rate 5.9% among 310,000 | AID 504832; note: potency is the fitted concentration of half-maximal effect; % is set by controls: 0 for no effect and ±100 for the full control effect
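A one-generation exposure of luciferase-tagged malaria parasites in RPMI 1640/Albumax erythrocyte culture, 37 C and 5% CO2. Inhibition is inferred from decreased luminescence after adding detection reagent.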
Shiga inhibitor: Shiga toxin inhibition. Vero cells, Shiga toxin protein synthesis inhibition reporter. inhibition, % at 38.7 µM. hit rate 9.2% among 290,000; in the data active = inhibition mostly above about 28%, no sharp cut-off; inactive = mostly below about 43%; note: 0% is about no effect
* = called active by the depositor; u = inconclusive; x = not tested or not shown; & = joins results of further samples; [ ] = remark or other dose. Unless noted, calls come from the whole dose curve; as a rule, active = well fitted curve in the direction sought with a large enough effect; inconclusive = small, poorly fitted or top-dose-only effect, or another doubt; inactive = no such curve, though single readings can be large; an effect the other way counts as inactive or inconclusive. Random draw from the library. About 24% of those tested had a hit in this group.

SMILES	HCV inh	CHX counter	Giardia FBPA inh	Pf growth 96h	Pf growth 48h	Shiga inhibitor
Cc1ccc2c(C)c(C(=O)N(Cc3ccccc3)C3CCS(=O)(=O)C3)oc2c1 (stereo unspecified)	-3%	-3	4%	u	-19%	-5
O=C(CN(CCc1ccccc1)C(=O)CNS(=O)(=O)c1ccc(F)cc1)NCc1ccco1	-1%	12	11%	-9%	-18%	5
COC(=O)C1CC(=O)N(Cc2ccccc2)C1 (stereo unspecified)	26%	-1	0%	378%[activator]	u	12
COc1ccccc1OCCNC(=O)Cc1ccc(S(=O)(=O)N2CCOCC2)s1	-7%	x	x	14%	u	x
O=C(COC(=O)COc1ccccc1)NC1CCCC1	18%	x	x	5%	1%	x
COc1cc(OC)cc(C(=O)N[C@H](C(=O)OCc2cc(=O)oc3cc(C)ccc23)C(C)C)c1	u	-2	-1%	57%[activator]	17%	12
CCCCCCc1nc(C(N)=O)c2[nH]c(=O)n(-c3ccc(OCC)cc3)c2n1	-22%	-2	-4%	-9%	-18%	-6
CCCCn1c(N)c(N(CCC(C)C)C(=O)C2CCCC2)c(=O)[nH]c1=O	5%	x	x	u	4%	x
CCC(C)NC(=O)CCSCCC(=O)NC(C)CC (stereo unspecified)	-1%	-5	1%	u	u	10
COc1ccc(-c2nc(NC(=O)CCNC(=O)c3ccco3)sc2C)cc1	u	11	-2%	u	-27%	-1
CC1CC2(NC(=O)NC2=O)C(C)CN1C (stereo unspecified)	17%	-3	0%	u	-13%	-3
O=C(Nc1ncn[nH]1)c1ccccc1O	17%	0	20µM*	94%[activator]	80%[activator]	1
CCC(C)NC(=O)c1cccc(OCc2c(C)noc2C)c1 (stereo unspecified)	-16%	1	-4%	5%	2%	1
COc1ccc2[nH]c3c(c2c1)CCN1C(=O)N([C@@H](C)C(=O)NCc2ccccc2OC)C(=O)[C@]31C	13µM*	-1	-9%	7.4µM*	4.1µM*	-5
O=[N+]([O-])c1ccc(Sc2n[nH]c(-c3ccncc3)n2)nc1	7%	-5	-13%	-11%	3%	30
Cc1ccc(-c2noc(CCC(=O)NCc3ccc4c(c3)OCO4)n2)cc1	-10%	-5	11%	u	u	7
Cc1ccc(NC(=O)/C(C#N)=C/c2ccccc2C(F)(F)F)cc1	11%	27*	10%	7%	0%	63
Nc1nc2nc(SCC(=O)N3CCCc4ccccc43)[nH]c2c(=O)[nH]1	x	6	-3%	x	26%	-7
COc1ccc(NC(=O)c2ccco2)c(NC(=O)c2ccc([N+](=O)[O-])cc2)c1	-14%	-2	16%	27%	3%	-3
COc1ccccc1C(=O)N/N=C(\C)CC(=O)Nc1ccccn1	23%	26*	-15%	u	22%	68*
Cc1cccc(OC(C)C(=O)N2CCN(Cc3ccc4c(c3)OCO4)CC2)c1 (stereo unspecified)	-1%	-3	x	16%	-4%	-40
Cc1cccc(N/C(N)=N/c2nc(C(F)(F)F)cc(C(F)(F)F)n2)c1	-19%	7	-3%	1%	-5%	-11
Cc1nc2c(C(=O)NCCC(C)C)c[nH]n2c(=O)c1Cl	23%	-5	-19%	-1%	20%	-13
O=C(Oc1ccc(N2C(=O)CCC2=O)cc1)c1ccco1	-21%	0	0%	25%[5.75 µM]	-7%	-3
COc1ccc(Cc2nnc(SCC(=O)N3CCCC(C)C3)o2)cc1 (stereo unspecified)	-8%	5	5%	u	7.4µM*	17
COCCCNC(=O)/C(C#N)=C/c1c(N2CCN(C)CC2)nc2ccccn2c1=O	2%	-6	1%	16%	15%	19
COc1ccc2cc3cc(C(=O)N4CCN(C5CCCCC5)CC4)oc3nc2c1	13%	6	x	-21%	u	7
COCCN(C(=O)CSc1nnc(-c2cccc(F)c2)n1N)c1c(N)n(Cc2ccccc2)c(=O)[nH]c1=O	0%	x	x	-22%	-17%	x
COc1ccc(OC)c(Nc2nc(N)c([N+](=O)[O-])c(NCc3ccccc3)n2)c1	-41%	-2	8%	9%	3%	-2
COC(=O)c1c(N)c(C#N)c2n1CCCCC2	-7%	-1	7%	-14%	34%[activator]	-8
CC(C)(O)c1[nH]c2ccc(C#N)cc2c1C(C)(C)O	-7%	-3	2%	-4%	24%	-6
CCn1cc(CNC(=S)Nc2cccc3ccccc23)cn1	u	14	-19%	-11%	-6%	25
COc1ccc(CCN(C(=O)C(F)(F)F)C(C(=O)NC2CCCCC2)c2ccc(C)s2)cc1OC (stereo unspecified)	u	10	-1%	u	4.1µM*	-5
Cc1cc(=O)[nH]c(N/N=C/c2ccco2)n1	13%	12	-7%	x	20%	4
CC(C)N(CCn1cnc2c([nH]c3ccccc32)c1=O)C(C)C	11%	7	1%	12%	-10%	24
O=C(c1ccc(-c2ccccc2)cc1)N1CCC(C(=O)N2CCCC2)CC1	25%	5	0%	u	-25%	-15
CC(=O)Nc1ccc(NC(=O)CN(c2ccc(F)cc2)S(=O)(=O)c2ccc3c(c2)OCCO3)cc1	5%	-2	-2%	8.3µM*	x	-5
FC(F)(F)c1cccc(-n2cccc2/C=N/n2cnnc2)c1	u	-2	3%	-10%	u	-17
COc1ccc(NS(=O)(=O)c2ccc(Oc3c(C#N)cccc3C#N)cc2)cc1	18µM*	5	-2%	-11%	u	6
Cc1nc(Cl)sc1C(=O)Nc1ccc2ccccc2c1	u	66*	-1%	248%[activator]	187%[activator]	192*
CC(C)N(Cc1ccccc1)C(=O)COc1ccccc1	11%	-1	3%	u	-5%	-4
Cn1c(=O)[nH]c2ncccc21	10%	1	0%	76%[activator]	2%	8
COc1ccc(NC(=O)CN2CCCCC2)cc1	u	34*	-11%	13%	30%	66
O=C(O)CN(c1ccccc1)C1SC(=O)NC1=O (stereo unspecified)	13%	1	-20%	16%	23%	11
CCC(=O)N/C(=N/c1nc(C)cc(C)n1)Nc1cccc(OC)c1	u	-1	-3%	-20%	-9%	-17
O=C(COc1cc(F)ccc1[N+](=O)[O-])Nc1cc(S(=O)(=O)N2CCCC2)ccc1Cl	14µM*	x	x	u	2%	x
O=C1c2cccc3cc(Br)cc(c23)C(=O)N1Nc1ccc(Br)cc1	u	7	6%	0%	1%	-6
O=C(NNS(=O)(=O)c1ccccc1F)c1ccccc1-n1cccc1	15%	9	x	7%	6%	13
CC1(c2nnc(-c3ccc(F)cc3)o2)CC(c2cccc(Cl)c2)=NO1 (stereo unspecified)	21%	-1	-4%	65%[activator]	39%[activator]	-3
Cc1nc(SCc2ccccc2)c2oc3ccccc3c2n1	u	6	-4%	-16%	u	1
C[C@H](NC(=O)c1[nH]cnc1C(=O)Nc1ccc(Cl)cc1)C(=O)OC(C)(C)C	u	-4	u	u	u	6
CN1CCN(CCCNC(=O)c2ccc(/C=C3\Oc4ccccc4N(Cc4ccc(Cl)cc4)C3=O)cc2)CC1	u	-17	-2%	u	1.7µM*	-20
NC(=O)c1ccccc1NC(=O)Cc1cccs1	11%	0	3%	u	30%	16
CCn1nc(C)c(/C=C/C(=O)Nc2ccc(C)cc2C)c1C	-28%	-2	-10%	u	u	-3
O=C(CSc1nc(O)cc(=O)n1-c1ccccc1)Nc1ccc2c3c(cccc13)CC2	9%	-2	-1%	8.3µM*	u	2
CN(Cc1c(O)ccc2c1oc(=O)c1ccccc12)C1CCCCC1	-13%	-1	u	u	5.2µM*	25
COc1ccc(OCCCCOc2ccccc2Cl)cc1	-22%	-2	1%	68%[activator]	74%[activator]	-10
N#Cc1ccc(Oc2ccc(-c3nc4ccccc4nc3-c3ccccc3)cc2)cc1C#N	-22%	-1	1%	3.7µM*	-25%	-2
Cc1cc(OCc2cc(C(=O)N(C)C(C)c3ccccn3)no2)cc(C)c1Cl (stereo unspecified)	u	41*	-4%	5%	7%	102*
Cc1ccc(OCC(=O)Nc2ccc3oc(=O)ccc3c2)c(C)c1	u	0	x	u	0%	-6
Later entries.
SMILES	HCV inh	CHX counter	Giardia FBPA inh	Pf growth 96h	Pf growth 48h	Shiga inhibitor
COc1cc(NC(=O)CSc2nncn2C)cc(OC)c1OC	-2%	-5	2%	23%	-24%	-14
CN(Cc1ccco1)C(=O)Cn1ncc2c([nH]c3ccccc32)c1=O	u	-3	5%	9.3µM*	-8%	-6
O=C(Nc1nc(-c2ccccn2)cs1)C12CC3CC(CC(O)(C3)C1)C2	u	34*	u	u	328%[activator]	91*
CC[C@H](C)[C@@H]1NC(=O)c2cc([N+](=O)[O-])cc(I)c2NCC[C@@H](C(N)=O)NC(=O)[C@H](CCCN=C(N)N)NC1=O	1%[8.37 µM]	-4	-3%	-10%	19%	-17
CSC(=NCCCN1CCOCC1)NS(=O)(=O)c1cccs1	2%&-5%	-1	3%	1%	11%	18
Cn1c(SCC(=O)Nc2ccc3c(c2)CCC3)nnc1C1CC1	-6%	x	x	-24%	-1%	x
Cn1c(=O)c(C(=O)NCc2ccccc2Cl)c(O)c2ccccc21	-6%	6	10%	0%	42%[activator]	x
Nc1nc(SCC(=O)NCC2CCCO2)n[nH]1 (stereo unspecified)	21%	-1	2%	5%	-7%	-6
CCOC(=O)c1sc2nc(C)nc(SCC(=O)N(C)C3CCS(=O)(=O)C3)c2c1C (stereo unspecified)	-23%	13	1%	5%	31%[activator]	21
COc1ccc(NC(=O)Cc2ccc(Cl)c(Cl)c2)cn1	-10%	9	-4%	u	0%	36
CCOc1ccc(C(=O)CC(C(=O)O)N2CCN(Cc3ccccc3)CC2)cc1 (stereo unspecified)	-4%	x	x	34%[activator]	29%	x
COc1ccc(OC)c(NC(=O)C2CCN(S(=O)(=O)c3ccc4c(c3)CC(C)N4C(C)=O)CC2)c1 (stereo unspecified)	-16%	-2	x	15µM*	u	9

A few values from the entries so far:
HCV inh with COc1ccc(OC)c(NC(=O)C2CCN(S(=O)(=O)c3ccc4c(c3)CC(C)N4C(C)=O)CC2)c1 (stereo unspecified) = -16%
Giardia FBPA inh with COc1ccc(NC(=O)Cc2ccc(Cl)c(Cl)c2)cn1 = -4%
Pf growth 96h with Nc1nc(SCC(=O)NCC2CCCO2)n[nH]1 (stereo unspecified) = 5%
HCV inh with Cn1c(SCC(=O)Nc2ccc3c(c2)CCC3)nnc1C1CC1 = -6%
Pf growth 48h with CC[C@H](C)[C@@H]1NC(=O)c2cc([N+](=O)[O-])cc(I)c2NCC[C@@H](C(N)=O)NC(=O)[C@H](CCCN=C(N)N)NC1=O = 19%

Next structures.
SMILES	HCV inh	CHX counter	Giardia FBPA inh	Pf growth 96h	Pf growth 48h	Shiga inhibitor
C#CCN1C(=O)C(O)(CC(=O)c2cc(OC)ccc2OC)c2ccccc21 (stereo unspecified)	-5%	-1	1%	34%[activator]	-14%	53
COC(=O)C1CCN(C(=O)c2cc3ccccc3oc2=O)CC1	18%	33*	-26%	103%[activator]	x	48*
CNC(=S)N(CCc1c(C)[nH]c2ccc(OC)cc12)Cc1cc(OC)c(OC)c(OC)c1	u	-1	-12%	15µM*	10µM*	-11
COc1ccc2nc(NC(=O)/C=C/c3ccc4c(c3)OCO4)sc2c1	13%	4	7%	1.9µM*	-1%	18
CCOC(=O)c1nnn(-c2ccccc2C#N)c1C	19%	-2	4%	u	49%[activator]	-7
CCCCn1c2c(c(=N)c3ccccc31)CCC2	-17%	0	-1%	u	0.41µM*	18
CC1=NN(c2ccccc2)C(=O)C1/C=C1/NC(=S)NC1=O (stereo unspecified)	6%	-4	-19%	6%	6%	-8
Cc1ccc(C(=O)NC(NC(=S)Nc2ccc(S(N)(=O)=O)cc2)C(Cl)(Cl)Cl)cc1 (stereo unspecified)	11%	1	-8%	0%	-11%	-4
Cc1cccc(NC(=O)C2CCCN(c3cnccn3)C2)c1 (stereo unspecified)	u	11	x	0%	1%	-4

In another format: 2 of the compounds above.
| SMILES | HCV inh | CHX counter | Giardia FBPA inh | Pf growth 96h | Pf growth 48h | Shiga inhibitor |
| --- | --- | --- | --- | --- | --- | --- |
| CC1=NN(c2ccccc2)C(=O)C1/C=C1/NC(=S)NC1=O (stereo unspecified) | 6% | -4 | -19% | 6% | 6% | -8 |
| Cc1ccc(C(=O)NC(NC(=S)Nc2ccc(S(N)(=O)=O)cc2)C(Cl)(Cl)Cl)cc1 (stereo unspecified) | 11% | 1 | -8% | 0% | -11% | -4 |
